# Screening results: PubChem, National Center for Advancing Translational Sciences (NCATS)
# GAA glycogen = inhibitors or activators of human alpha-glucosidase glycogen cleavage; P10253; recombinant GAA, glycogen substrate, Amplex Red glucose oxidase fluorescence; Potency, µM (doses to about 76.4 µM), for inactives: at the highest dose activity change, negative = inhibition, actives largely listed as inhibitors; actives 0.38% (n = 300,000); AID 2100; active means well fitted inhibition curve with a large enough effect; inconclusive means small, poorly fitted or top-dose-only effect, or another doubt; inactive means no such curve, though single readings can be large or run the other way;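 further: 0% = full enzyme reaction and -100% = no-enzyme basal signal; the screen sought inhibitors and activators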
#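 Recombinant enzyme (4 nM final) with compounds titrated up to 77 uM and bovine liver glycogen (30 ug) in citrate pH 5.0, 0.01% Tween-20, 37 C 40 min. Released glucose detected by Amplex Red/glucose oxidase (Ex 573/Em 610); AC50 from Hill fits.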
# The depositor's hits bear a star; ? = inconclusive; [ ] = dose if it differs, or a comment. Potency means the concentration at half of the fitted maximal effect. These rows are one share of the data; rates above refer to the full screens.
SMILES,GAA glycogen
CCCC(C(=O)NCC1CCCO1)N(C(=O)CNS(=O)(=O)c1ccccc1)c1ccc(F)cc1 (centres undefined),-12%[76.3 µM]
C=CCNC(=O)C1CCN(S(=O)(=O)c2ccc3ccccc3c2)CC1,-3%[76.3 µM]
COc1ccc(C(=O)Nn2c(C)nc3ccccc3c2=O)c(OC)c1,9%
O=C(NC(=S)Nc1ccccc1Br)C1CCCC1,-4%[76.3 µM]
COCc1c(C(=O)N2CCN(Cc3c(F)cccc3Cl)CC2)oc2ccccc12,-13%
O=C(Nc1cc2c(cc1Br)OCCCO2)c1cccnc1,-5%[76.3 µM]
CCOC(=O)C1CN(S(=O)(=O)c2ccc(OC)cc2)c2ccccc2O1 (centres undefined),0%
COc1ccc(N2CC(C(=O)OCC(=O)Nc3cccc(C)c3C)CC2=O)cc1 (centres undefined),0%
COc1ccc(N(CC(=O)NC2CCCC2)C(=O)Cn2nnc(-c3ccc(C)o3)n2)c(OC)c1,-7%[76.3 µM]
CC(NC(=O)C(C)N1CCN(Cc2ccccc2)CC1)c1ccc(F)cc1 (centres undefined),-8%[76.3 µM]
CCn1c(SCC(=O)NC2CCCCC2)nnc1C(CO)NC(=O)c1ccccc1 (centres undefined),2%[76.3 µM]
CC(=O)c1c(C)[nH]c(C(=O)Nc2ccc(C)cc2Br)c1C,5%[76.3 µM]
CCOc1ccc(C(C(=O)NCCOC)N(CCOC)C(=O)CCC(=O)Nc2ccccn2)cc1 (centres undefined),3%
COc1ccc2oc(C(=O)N(C)CCOc3ccccc3)c(C)c2c1,-8%[76.3 µM]
COc1ccc(-c2onc3ccc(C(C)=O)cc23)cc1,-9%
COc1ccc(CN2CCNC(=O)C2CC(=O)NC2CCC2)c(OC)c1 (centres undefined),-1%[76.3 µM]
NC(=S)N/N=C/c1ccc(-n2nncc2-c2ccc(Cl)cc2)cc1,-15%
CC(Cc1nnc(SCC(=O)O)n1N)c1ccccc1 (centres undefined),-11%
Cc1ccc(NC(=O)CSc2nnc3c(n2)[nH]c2ccccc23)cc1,-2%
O=C(NC1CCCC1)C(c1cccnc1)N(Cc1ccc(F)cc1)C(=O)c1csnn1 (centres undefined),-1%
COCCNC(=S)N(CCc1c(C)[nH]c2ccccc12)Cc1cccnc1,2%
CCOC(=O)c1c(C)[nH]c(C)c1S(=O)(=O)N(C)CC(=O)Nc1ccc(C)cn1,-8%[76.3 µM]
COc1ccc(-c2nc(CN3CCC(C(=O)NC4CC4)CC3)c(C)o2)cc1OC,1%[76.3 µM]
O=C(CNC(=O)c1ccco1)N/N=C/c1ccc(C(=O)O)cc1,1%
O=C(c1cccc(C(F)(F)F)c1)N1CCN(S(=O)(=O)c2ccc(Cl)s2)CC1,-3%[76.3 µM]
CC(C)c1cc(N2CCOCC2)n2ncc(-c3ccccc3)c2n1,5%
CC1CCN(S(=O)(=O)c2ccc3c(c2)N(CC(=O)NCCN2C(C)CCCC2C)C(=O)CS3)CC1 (centres undefined),-6%[76.3 µM]
CCOc1ccc(/C=N/NC(=O)c2nnn(-c3nonc3N)c2CN(C)C2CCCCC2)cc1,-4%[76.3 µM]
O=C(CSc1ccc2nnc(-c3ccccn3)n2n1)Nc1cccc(F)c1,-4%[76.3 µM]
COc1ccc(NC(=O)C2CC(=O)N(CCc3ccc(F)cc3)C2)c(OC)c1 (centres undefined),-2%[76.3 µM]
O=C(c1c(F)cccc1Cl)N1CCN(c2ccccn2)CC1,1%[76.3 µM]
COC(=O)C(Cc1ccc(O)cc1)NC(=O)C1CCN(S(=O)(=O)c2ccc(C)cc2)CC1 (centres undefined),-18%
Nc1nc(-c2cccs2)c(-c2cccs2)s1,1%
CSCCC(NC(=O)c1ccccc1Br)C(=O)N1CCCC(C(F)(F)F)C1 (centres undefined),3%[76.3 µM]
Cc1cc(C)cc(NC(=O)CN2C(=O)COc3ccc(S(=O)(=O)N4CCCC4)cc32)c1,1%[76.3 µM]
Cc1c(C)c2ccc(OCC(=O)NCCCN3CCCC3=O)cc2oc1=O,9%[76.3 µM]
CCCNC(=O)CCc1nnc2ccc(N3CCC(C)CC3)nn12,9%
O=C(C(Cl)c1ccccc1)N1CCCC1 (centres undefined),-7%[76.3 µM]
CCN(CC)S(=O)(=O)c1ccc(C(=O)Nc2ccc(C(F)(F)F)n(C)c2=O)cc1,-2%
COc1ccccc1C(=O)NNC(=O)c1ccc(Br)o1,-2%[76.3 µM]
CCN(CC)CCN(C(=O)c1ccc(C(=O)c2ccccc2)cc1)c1nc2cc3c(cc2s1)OCO3,2%[76.3 µM]
CCCCNC(=O)c1ccc(CS(=O)(=O)c2ccc(C)cc2)o1,-3%
CCn1cc(C(=O)NCCCN2CCC(C)CC2)c(=O)c2cc(S(=O)(=O)N3CCOCC3)ccc21,3%[76.3 µM]
Cc1cc(NC(=O)CSc2nc(-c3ccc(Br)cc3)nc3c2c(=O)n(C)c(=O)n3C)no1,-1%[76.3 µM]
C=CCN(Cc1nc(-c2ccccc2)no1)C(=O)c1ccc2c(c1)OCO2,0%[76.3 µM]
C=CCNC(=O)c1oc2ccc(S(=O)(=O)N3CCC4(CC3)OCCO4)cc2c1C,-16%[76.3 µM]
CSc1ccc(C(=O)NCC(c2ccco2)N(C)C)cc1[N+](=O)[O-] (centres undefined),-5%
COc1cc(/C=N/NC(=O)c2cccnc2)ccc1OC(=O)c1cc(OC)c(OC)c(OC)c1,?
Cc1ccc(NC(=O)CCC(=O)NNC(=O)COc2ccc([N+](=O)[O-])cc2)cc1C,2%[76.3 µM]
O=C(Nc1c(C(=O)N2CCN(c3ccccn3)CC2)oc2ccccc12)c1ccc([N+](=O)[O-])cc1,-5%[76.3 µM]
COCC(=O)N1CCC(Oc2ccc(C(=O)NC(C)c3nc(C)sc3C)cc2)CC1 (centres undefined),4%[76.3 µM]
Cc1ccccc1CNCc1ccc2c(c1)OCO2,0%
COc1ccc(OCc2cc(C(=O)NC3CCOC(C)(C)C3)no2)c2ccccc12 (centres undefined),-11%[76.3 µM]
Cc1cccc(C)c1NC(=O)CNC(=O)c1cncc(Br)c1,-3%
COc1ccc(C(=O)NCc2nnc(SCC(=O)NC3CCCCC3)o2)cc1,-7%[76.3 µM]
COc1ccc(CN(C)C(=O)c2ccc(COc3ccccc3)cc2)c(OC)c1,1%
CCc1ccc(NC(=O)C/C(C)=N/NC(=O)COc2ccc(C)cc2Br)cc1,-1%
Cc1nnc(SCC(=O)Nc2ccc(F)cc2)n(N)c1=O,-2%[76.3 µM]
CC1CN(C(=O)c2cc3cc(Cl)ccc3[nH]2)CC(C)O1 (centres undefined),-13%
CCCc1cc(=O)oc2cc(C)cc(OC(C)C(=O)NCc3ccncc3)c12 (centres undefined),-8%[76.3 µM]

# Exported with bars between the fields: entries from further up
canonical_smiles | GAA glycogen
C=CCNC(=O)c1oc2ccc(S(=O)(=O)N3CCC4(CC3)OCCO4)cc2c1C | -16%[76.3 µM]
CSc1ccc(C(=O)NCC(c2ccco2)N(C)C)cc1[N+](=O)[O-] (centres undefined) | -5%
COc1cc(/C=N/NC(=O)c2cccnc2)ccc1OC(=O)c1cc(OC)c(OC)c(OC)c1 | ?
Cc1ccc(NC(=O)CCC(=O)NNC(=O)COc2ccc([N+](=O)[O-])cc2)cc1C | 2%[76.3 µM]
O=C(Nc1c(C(=O)N2CCN(c3ccccn3)CC2)oc2ccccc12)c1ccc([N+](=O)[O-])cc1 | -5%[76.3 µM]
COCC(=O)N1CCC(Oc2ccc(C(=O)NC(C)c3nc(C)sc3C)cc2)CC1 (centres undefined) | 4%[76.3 µM]
Cc1ccccc1CNCc1ccc2c(c1)OCO2 | 0%
COc1ccc(OCc2cc(C(=O)NC3CCOC(C)(C)C3)no2)c2ccccc12 (centres undefined) | -11%[76.3 µM]
Cc1cccc(C)c1NC(=O)CNC(=O)c1cncc(Br)c1 | -3%
COc1ccc(C(=O)NCc2nnc(SCC(=O)NC3CCCCC3)o2)cc1 | -7%[76.3 µM]
COc1ccc(CN(C)C(=O)c2ccc(COc3ccccc3)cc2)c(OC)c1 | 1%
CCc1ccc(NC(=O)C/C(C)=N/NC(=O)COc2ccc(C)cc2Br)cc1 | -1%
Cc1nnc(SCC(=O)Nc2ccc(F)cc2)n(N)c1=O | -2%[76.3 µM]
CC1CN(C(=O)c2cc3cc(Cl)ccc3[nH]2)CC(C)O1 (centres undefined) | -13%
CCCc1cc(=O)oc2cc(C)cc(OC(C)C(=O)NCc3ccncc3)c12 (centres undefined) | -8%[76.3 µM]

# The list continues:
SMILES,GAA glycogen
N#Cc1ccc(C(=O)Nc2ccc3ccccc3c2)cc1,1%
O=C(Nc1nc2cc3c(cc2s1)OCCO3)c1ccco1,-6%[76.3 µM]
CCOc1ccccc1CN1CCNC(=O)C1CC(=O)NCc1cc(C)n(C)n1 (centres undefined),-4%[76.3 µM]
Cc1ccc(NC(=O)CCCNC(=O)c2ccc(Cl)cc2)c(O)c1,-4%[76.3 µM]
Cc1cccc(CNC(=O)C(C)n2nc(C)c3c(C)n(-c4ccccc4)nc3c2=O)c1 (centres undefined),-16%[76.3 µM]
COc1ccc(NC(=O)CCC(=O)Nc2cc(OC)c(NC(=O)c3ccco3)cc2OC)c(OC)c1,-1%
COc1ccc(CCC(=O)NNC(=O)Nc2ccccc2Cl)cc1,-3%[76.3 µM]
COC(=O)c1ccc(N=Nc2c(C)[nH]n(-c3ccccc3)c2=O)cc1,-9%[76.3 µM]
CC1CCN(S(=O)(=O)c2ccc(NC(=O)c3ccccc3F)cc2)CC1,-5%
COc1ccc(CCNC(=S)N2CCN(S(=O)(=O)c3ccccc3F)CC2)cc1,-9%[76.3 µM]
Cc1ccc(C(=O)NCCCNC(=O)c2ccc(Cl)cc2)cn1,9%
Cc1ccc2c(c1)N(CC(=O)N1CCOCC1)C(=O)C(C)O2 (centres undefined),-1%[76.3 µM]
CCOc1ccc(NC(=O)CCn2c(=S)oc3ccccc32)cc1,-6%
Cc1ccccc1N(CC(=O)NCc1ccco1)C(=O)CNS(=O)(=O)c1ccc(F)cc1,0%
CC1(C)C(=O)NCCN1C(=O)CC1C(=O)NCCN1Cc1cccc(C(F)(F)F)c1 (centres undefined),-2%[76.3 µM]
S=C1Cc2ccccc2C(c2ccc(Cl)cc2)N1 (centres undefined),?
Cc1ccccc1N1CC(C(=O)Nc2nnc(SCCC3OCCO3)s2)CC1=O (centres undefined),4%[76.3 µM]
CCc1nnc(NC(=O)c2ccc(S(=O)(=O)N(C)Cc3ccccc3)cc2)o1,-3%[76.3 µM]
COC(=O)c1cc(C(=O)NC(C)C2CC3CCC2C3)cc([N+](=O)[O-])c1 (centres undefined),0%
COc1ccc(C(=O)NCCOc2ccccc2Cl)c(OC)c1OC,-2%
Cc1ccc(CCNC(=O)CCS(=O)(=O)Cc2ccc(C)cc2)cc1,-27%
O=C(Nc1cccc(F)c1)C1CCN(C(=O)NCc2ccccc2)CC1,-2%
O=C(Nc1cccc(Cl)c1Cl)c1ccccc1NC(=O)C1CC=CCC1C(=O)O (centres undefined),-15%[76.3 µM]
CN(C(=O)CC1C(=O)NCCN1Cc1cccc(F)c1F)C1CCOCC1 (centres undefined),-6%[76.3 µM]
CCOC(=O)N1CCN(C(=O)c2c[nH]c3ccc(S(=O)(=O)N(C)c4ccccc4C)cc3c2=O)CC1,-2%[76.3 µM]
CCC(C)NS(=O)(=O)c1cc2c3c(c1)CCC(=O)N3CCC2 (centres undefined),0%[76.3 µM]
COc1cccc(NC(=O)C2C3C=CC4(O3)C2C(=O)N(CCN2CCCCC2)C4C(=O)NC2CCCCC2C)c1 (centres undefined),-1%
O=C(Nc1ccc(Cl)cc1)Nc1ccon1,1%[76.3 µM]
Cc1cc(C)c2c(N)c(C(=O)Nc3cccc(C)c3C)sc2n1,6%
Cc1cc(NS(=O)(=O)c2ccc(NC(=O)CCCOc3ccccc3C)cc2)no1,-3%
CC(C)Oc1ccc(CCC(=O)NNC(=O)c2ccccc2C(=O)O)cc1,1%
Cc1cc(C)n(CCNC(=O)c2ccc3c(c2)OCO3)n1,-5%[76.3 µM]
CCOC(=O)C1CCCN(CC(O)COCc2ccccc2OC)C1 (centres undefined),-3%
COc1ccccc1NS(=O)(=O)c1ccc2c(c1)N(C(C)=O)CC(C)S2 (centres undefined),-2%[76.3 µM]
COc1ccccc1-c1c(C)nn2c(N)c(-c3ccccc3)cnc12,-4%
Cc1cc(N)nc(SCC(=O)N2C(C)CCCC2C)n1 (centres undefined),8%[76.3 µM]
COc1ccc(CNC(=O)c2ccc(Cn3cc(Br)cn3)o2)cc1,2%[76.3 µM]
Cc1ccc(C(=O)ONC(=O)c2ccc(Cl)cc2)cc1[N+](=O)[O-],3%
COc1ccccc1-c1nnc(NC(=O)c2ccc(S(=O)(=O)N(C)CC3CCCO3)cc2)o1 (centres undefined),-3%[76.3 µM]
Cc1c(C)n(Cc2ccccc2)c2ncnc(NCCCN(C)C)c12,1%
CCCS(=O)(=O)N1CCCC(C(=O)N2CCCCC2)C1 (centres undefined),-1%
Cc1cc(C)n(CC(=O)NCCC2=CCCCC2)n1,2%
COC(=O)c1cc(NC(=O)c2c(-c3ccccc3)noc2C)ccc1N1CCOCC1,-5%[76.3 µM]
COc1cccc(-c2noc(CCC(=O)NC3CCCC3)n2)c1,-3%[76.3 µM]
Fc1ccc(C(CCNCc2ccccn2)c2ccc(Cl)cc2)cc1 (centres undefined),4%
O=C(O)c1cc(S(=O)(=O)N2CCN(C(c3ccccc3)c3ccccc3)CC2)ccc1Cl,1%
COc1ccccc1/C=C/c1ccc2cccc(O)c2n1,4%
Cc1cccc(NC(=O)C2CCCN(S(=O)(=O)c3ccc4[nH]c(=O)ccc4c3)C2)n1 (centres undefined),-5%[76.3 µM]
COc1ccc(OCC(=O)NCCNC(=O)c2ccncc2)cc1,2%
Cc1ccc(NC(=O)c2cccc(S(=O)(=O)N3CCCCC3)c2)cc1,3%
CCC(C)NC(=O)c1ccc(CSCc2ccccc2Cl)o1 (centres undefined),-8%
